Source: PubChem BioAssay (Broad Institute)
BL2 CD40 inh = CD40 pathway inhibition in BL2 cells. BL2 NF-kB luciferase reporter, CD40L-induced, 4 h. inhibition, % at 10 µM. 83,000 compounds, 0.94% hits. AID 1053188;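 active = mean inhibition of at least 50% with a set share of replicates also reaching that level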;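 note: 0% = neutral control wells and 100% = IKK inhibitor VII at 50 µM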
Numbers without * were called inactive; & = joins results of further samples; [ ] = another dose, or the depositor's remark.

`CC(C)(C)c1ccccc1NC(=O)Cn1cnc2cc([N+](=O)[O-])ccc2c1=O` gave BL2 CD40 inh 3.
`Cc1ccc(S(=O)(=O)N2CCN(C(=O)Cc3ccc4c(c3)OCCO4)CC2)cc1C` gave BL2 CD40 inh 7.
For O=c1cc2c(n[nH]1)CCCC2 the results were BL2 CD40 inh 6.
COc1ccc(CCNC(=S)NCc2cccs2)cc1OC was read as BL2 CD40 inh 7.
Screening COc1cccc(C(=O)NCCS(=O)(=O)NCc2cccnc2)c1 returned BL2 CD40 inh -1.
For CC(=O)Nc1ccc(S(=O)(=O)Nc2cccc(-n3c(C)nc4ccccc4c3=O)c2)cc1 the results were BL2 CD40 inh -8.
For CC(=O)N(C(C)=O)n1c(/C=C/c2ccc([N+](=O)[O-])cc2)nc2ccccc2c1=O the results were BL2 CD40 inh 18.
For CC1(c2ccc3c(c2)OCCO3)NC(=O)N(CC(=O)c2ccc[nH]2)C1=O (stereo unspecified) the results were BL2 CD40 inh -1.
For NC(c1ccccc1)c1csc(NC(=O)Nc2ccc(OC(F)(F)F)cc2)n1 (stereo unspecified) the results were BL2 CD40 inh -1.
For COc1cc(/C=C(\CC(=O)O)c2nc3ccccc3s2)ccc1OCC(=O)Nc1ccccc1F the results were BL2 CD40 inh -55.
`O=C(CCC(=O)c1cccs1)NC1CCCCCC1` gave BL2 CD40 inh -60.
Screening COCC(=O)N(C)C[C@@H]1[C@@H](c2ccccc2)[C@H](CO)N1C(=O)Cc1ccncc1 returned BL2 CD40 inh -2[25 µM].
Cc1cccc(NC(=O)C2CCN(S(=O)(=O)c3c(C)c(C)cc(C)c3C)CC2)n1 was read as BL2 CD40 inh -9.
OCC1(Cc2ccccc2)CCN(Cc2cnc(-c3cccc4ccccc34)nc2)CC1 was read as BL2 CD40 inh 16.
`O=C(NCc1cc2ccccc2[nH]1)C1CCC(=O)N(CC2CCCCC2)C1` (stereo unspecified) gave BL2 CD40 inh 4.
COc1cc(C(=O)OCC(=O)NC(=O)NC2CCCCC2)cc(Cl)c1OC was read as BL2 CD40 inh 2.
Screening Cc1nc(COc2ccc(C(=O)NCc3ccccc3CN3CCCCC3)cc2)cs1 returned BL2 CD40 inh -2.
For CC(C(=O)NC1CCCC1)N(C(=O)CS(=O)CC(=O)Nc1ccc(F)cc1)c1ccc2c(c1)OCCO2 (stereo unspecified) the results were BL2 CD40 inh 3.
`C[C@H]1CN([C@@H](C)CO)C(=O)CCCn2cc(nn2)CO[C@H]1CN(C)Cc1ccc2cccnc2c1` gave BL2 CD40 inh 4[25 µM].
Fc1ccc(NC(=S)SCc2ccc3c(c2)OCO3)cc1F was read as BL2 CD40 inh -1.

The final four records of the part above come first, to join the parts.
Screening Cc1nc(COc2ccc(C(=O)NCc3ccccc3CN3CCCCC3)cc2)cs1 returned BL2 CD40 inh -2.
For CC(C(=O)NC1CCCC1)N(C(=O)CS(=O)CC(=O)Nc1ccc(F)cc1)c1ccc2c(c1)OCCO2 (stereo unspecified) the results were BL2 CD40 inh 3.
`C[C@H]1CN([C@@H](C)CO)C(=O)CCCn2cc(nn2)CO[C@H]1CN(C)Cc1ccc2cccnc2c1` gave BL2 CD40 inh 4[25 µM].
Fc1ccc(NC(=S)SCc2ccc3c(c2)OCO3)cc1F was read as BL2 CD40 inh -1.
Screening C[C@H]1CN([C@@H](C)CO)C(=O)c2ccccc2-c2ccccc2CO[C@@H]1CN(C)C(=O)[C@@H](Cc1ccccc1)N(C)C returned BL2 CD40 inh 3[25 µM].
Screening COCCn1c(C)cc(/C=N/NC(=O)c2cccnc2)c1C returned BL2 CD40 inh -17.
`O=C(NCCc1ccccc1)C(=O)NCCC1CCCCN1S(=O)(=O)c1ccccc1` (stereo unspecified) gave BL2 CD40 inh 20.
`Cc1ccc2nc(SCC(=O)Nc3ccc4c(c3)OCO4)nc(=O)n2c1` gave BL2 CD40 inh 0.
For O=C1N(Cc2cccnc2)C[C@@H]2C[C@@H](c3cccc(OC4CCCC4)c3)N3CCC[C@@]123 the results were BL2 CD40 inh 8.
Screening CN(c1nc2c(c(=O)n(C)c(=O)n2C)n1CC(=O)c1ccccc1)C1CCCCC1 returned BL2 CD40 inh 3.
Screening COC(=O)Cn1cc(C#N)c2ccccc21 returned BL2 CD40 inh -1.
Screening Cc1ccc(C(=O)OCC(=O)NC2CCCCC2)cc1S(=O)(=O)N1CCCCC1 returned BL2 CD40 inh 7.
Screening COc1ccccc1-c1ccc(/C=C2/C=C(CC(C)C)OC2=O)o1 returned BL2 CD40 inh 1.
Screening COc1ccc(-c2noc(CN3CCN(C(=O)c4cccs4)CC3)n2)c(OC)c1OC returned BL2 CD40 inh -1.
Cc1noc(C)c1NC(=O)N(C)C[C@@H]1OCc2ccccc2-c2c(n(C)c3ccccc23)C(=O)N([C@H](C)CO)C[C@H]1C was read as BL2 CD40 inh -9[25 µM].
Screening O=C(c1cc(COc2ccc(F)c(F)c2)on1)N1CCSCC1 returned BL2 CD40 inh -33.
For Cc1nc(N)nc(C)c1Cc1ccccc1 the results were BL2 CD40 inh 13.
CN1C(=O)c2cc(NC(=O)C3CCCC3)ccc2OC[C@@H]2O[C@@H](CC(=O)NCCc3ccncc3)CC[C@H]21 was read as BL2 CD40 inh 2.
N#C[C@@H]1[C@H](c2ccc(C3=CCCCC3)cc2)[C@@H](CO)N1S(=O)(=O)c1cccc(F)c1 was read as BL2 CD40 inh 12.
`O=C(CNC(=O)c1ccccc1)NCc1ccc(Cl)cc1` gave BL2 CD40 inh -4.
`CC(=O)NCCNc1nc2cc(-c3cnn(CCC(C)C)c3)sc2c(=O)n1C` gave BL2 CD40 inh 4.
CO[C@@H](CN(C)CC1CCOCC1)[C@@H](C)CN(C(=O)Nc1ccc(F)cc1)[C@@H](C)CO was read as BL2 CD40 inh -14[25 µM].
OCCC1CN(Cc2cnc(-c3ccccc3)s2)CCN1Cc1ccccc1 (stereo unspecified) was read as BL2 CD40 inh 4.
Screening CC=Cc1ccc2n(c1=O)C[C@@H]1[C@@H](CO)[C@H](C(=O)NCC3CC3)N(C(=O)C3CCOCC3)[C@H]21 (mixture of isomers) returned BL2 CD40 inh 13[25 µM].
For CCC(C)NC(=O)C1CCN(S(=O)(=O)N2CCOCC2)CC1 (stereo unspecified) the results were BL2 CD40 inh 8.
For CCCS(=O)(=O)NC(=O)C1(C)CCN(C(=O)c2cc(C)on2)C1 (stereo unspecified) the results were BL2 CD40 inh 6.
`COc1ccc(S(=O)(=O)NCc2cccnc2)cc1NC(=O)c1ccccc1` gave BL2 CD40 inh 7.
For COc1ccc(CC(=O)NNS(=O)(=O)c2ccc(F)cc2)cc1OC the results were BL2 CD40 inh 12.
O=C(C1CCCC1)N1CC2(C1)[C@@H](c1ccccc1)[C@@H](CO)N2Cc1ccc(Cl)cc1 was read as BL2 CD40 inh 16[25 µM].
CC1(C)NC(=O)N(CC(O)COc2cc3ccccc3cc2C(=O)N2CCCCC2)C1=O (stereo unspecified) was read as BL2 CD40 inh -4.
O=C(OCC(=O)N1CCCC1)c1c2c(nc3ccccc13)CCCCC2 was read as BL2 CD40 inh -5.
CCn1c(=O)c2c(nc3n2CCCN3Cc2ccccc2)n(C)c1=O was read as BL2 CD40 inh -3.
For CN(c1ccccc1C(=O)Nc1ccccc1-c1ccccc1)S(C)(=O)=O the results were BL2 CD40 inh 15.
COc1cccc(CN(C)C(=O)c2ccc(OCC(=O)Nc3cccc(C(F)(F)F)c3)c(OC)c2)c1 was read as BL2 CD40 inh -9.
For O=C1C2C3C=CC(C3)C2C(=O)N1c1ncc([N+](=O)[O-])s1 (stereo unspecified) the results were BL2 CD40 inh 12.
For COc1cc(C(c2c(NC(=O)c3ccco3)sc(C)c2C)N2CCOCC2)cc(OC)c1OC (stereo unspecified) the results were BL2 CD40 inh -3.
O=C(NN=Cc1c(F)c(F)c(F)c(F)c1F)c1ccc(NS(=O)(=O)c2cccs2)cc1 was read as BL2 CD40 inh 10.
`COc1cc(N/N=C(\C)c2ccc(N)cc2)nc(-c2ccccc2)n1` gave BL2 CD40 inh -3.
COc1ccc(Nc2oc(-c3ccccc3)nc2C#N)cc1 was read as BL2 CD40 inh -58.
For CCCNC(=O)N1CC2(C1)[C@H](c1ccccc1)[C@H](CO)N2CC1CCOCC1 the results were BL2 CD40 inh -7[25 µM].
Screening O=C(NCCOc1ccccc1)C1CCC(=O)N(CCc2ccccn2)C1 (stereo unspecified) returned BL2 CD40 inh 2.
`C[C@]12CCC(=O)C=C1[C@H](O)C[C@@H]1[C@@H]2[C@@H](O)C[C@@]2(C)[C@H]1CC[C@]2(O)C(=O)CO` gave BL2 CD40 inh 21.
Screening Cc1ccnc(NC(=O)CCN2C(=O)c3ccccc3S2(=O)=O)n1 returned BL2 CD40 inh 0.
Screening Cc1nc2sc(C(c3cccs3)N3CCOCC3)c(O)n2n1 (stereo unspecified) returned BL2 CD40 inh 25.
`CN(Cc1ccccc1)C(=O)CN(C1CCCCC1)S(C)(=O)=O` gave BL2 CD40 inh -4.
Screening Cc1ccnc2nc(C(=O)Nc3nnc(-c4ccccc4)o3)nn12 returned BL2 CD40 inh 7.
CNCC(O)COc1cccc(OC)c1 (stereo unspecified) was read as BL2 CD40 inh 9.
Screening C[C@H](CO)N1C[C@H](C)[C@H](CN(C)S(=O)(=O)c2cn(C)cn2)Oc2cc(C#Cc3cccc(F)c3)ccc2S1(=O)=O returned BL2 CD40 inh 2[25 µM].
`CC1(C)CCC(=NNC(N)=S)CC1` gave BL2 CD40 inh 7.
Screening CCCC(=O)OCC(=O)NC1CCCc2ccccc21 (stereo unspecified) returned BL2 CD40 inh 5.
`CNC[C@H]1OCc2cn(nn2)CCCC(=O)N([C@H](C)CO)C[C@H]1C` gave BL2 CD40 inh 6[25 µM].
Screening Nc1ccc(CCNc2ncnc3c2ncn3[C@@H]2O[C@H](CO)[C@@H](O)[C@H]2O)cc1 returned BL2 CD40 inh -45.
O=C(Nc1cccc(F)c1)c1cc(S(=O)(=O)N2CCC3(CC2)OCCO3)ccc1F was read as BL2 CD40 inh 1.
O=C([C@@H]1N[C@@H]2c3ccc(-c4ccc(F)cc4)c(=O)n3C[C@@H]2[C@H]1CO)N1CCc2ccccc2C1 was read as BL2 CD40 inh 19[25 µM].
Screening COc1cc2nc(Cl)nc(N3CCCCC3)c2cc1OC returned BL2 CD40 inh 8.
For N#Cc1nc(-c2ccco2)oc1NCCCN1CCOCC1 the results were BL2 CD40 inh -5.
Screening Cc1ccc(S(=O)(=O)Nc2ccncc2)c(C)c1N(C)S(=O)(=O)c1ccc(F)cc1 returned BL2 CD40 inh 5.
For N#Cc1ccc(-c2ccc([C@H]3[C@@H](CO)N4C(=O)CNC[C@@H]34)cc2)cc1 the results were BL2 CD40 inh -4[25 µM].
`CC(=O)N/C(=C\c1ccccc1)C(=O)OC(C)C(=O)N(C)c1ccccc1` (stereo unspecified) gave BL2 CD40 inh -7.
For COc1ccccc1C(=O)NC(=O)COC(=O)CCOc1ccccc1C the results were BL2 CD40 inh 2.
COc1cc(/C=N/S(=O)(=O)CCc2ccccc2)ccc1O was read as BL2 CD40 inh 6.
For C/C=C/c1ccc(C2[C@H]3CNC[C@@H]2N3C(=O)NCCC)cc1 (stereo partly specified) the results were BL2 CD40 inh 1&0[25 µM].
Screening c1ccc(CCn2cccc2)nc1 returned BL2 CD40 inh 6.
For C[C@@H](C(=O)N(C)C[C@H]1OCc2ccccc2-c2c(n(C)c3ccccc23)C(=O)N([C@@H](C)CO)C[C@@H]1C)c1ccccc1 the results were BL2 CD40 inh 14.

The list goes on (five carried over from the part before).
For COc1ccccc1C(=O)NC(=O)COC(=O)CCOc1ccccc1C the results were BL2 CD40 inh 2.
COc1cc(/C=N/S(=O)(=O)CCc2ccccc2)ccc1O was read as BL2 CD40 inh 6.
For C/C=C/c1ccc(C2[C@H]3CNC[C@@H]2N3C(=O)NCCC)cc1 (stereo partly specified) the results were BL2 CD40 inh 1&0[25 µM].
Screening c1ccc(CCn2cccc2)nc1 returned BL2 CD40 inh 6.
For C[C@@H](C(=O)N(C)C[C@H]1OCc2ccccc2-c2c(n(C)c3ccccc23)C(=O)N([C@@H](C)CO)C[C@@H]1C)c1ccccc1 the results were BL2 CD40 inh 14.
For O=[N+]([O-])c1ccc(-c2ccc(/C=N/c3c(-c4ccco4)nc4ccccn34)o2)cc1 the results were BL2 CD40 inh -9.
For COc1cccc(CSc2nnc(-c3ccncc3)n2C)c1 the results were BL2 CD40 inh -2.
`O=C(Nc1ccc([N+](=O)[O-])cn1)C1CC2CCC1C2` (stereo unspecified) gave BL2 CD40 inh -12.
`O=C(c1ccccc1)N1[C@@H](CO)[C@@H](c2ccccc2)C12CN(Cc1nccs1)C2` gave BL2 CD40 inh 8[25 µM].
For COc1ccc(-n2c(C)cc(C(=O)COc3ccc(-n4cnnn4)cc3)c2C)cc1 the results were BL2 CD40 inh 7.
Screening O=C1CS/C(=N/N=C/c2ccccc2)N1Cc1ccco1 returned BL2 CD40 inh -47.
`Cc1ccc(NC(=O)CN(C)C(=O)C2CSC3(C)CCC(=O)N23)cc1` (stereo unspecified) gave BL2 CD40 inh 7.
Cc1noc(C)c1NC(=O)Nc1ccc2c(c1)CC(=O)N([C@H](C)CO)C[C@@H](C)[C@@H](CN(C)S(=O)(=O)c1cccs1)O2 was read as BL2 CD40 inh -1[25 µM].
`CCN(Cc1ccncc1)Cc1c(O)ccc2ccccc12` gave BL2 CD40 inh 0.
`Cc1ccc(CS(=O)Cc2ccc(C(=O)NCCCc3ccccc3)o2)cc1` (stereo unspecified) gave BL2 CD40 inh 4.

Five entries drawn at random from those above, as already listed:
`CC(=O)NCCNc1nc2cc(-c3cnn(CCC(C)C)c3)sc2c(=O)n1C` gave BL2 CD40 inh 4.
Screening c1ccc(CCn2cccc2)nc1 returned BL2 CD40 inh 6.
`Cc1ccc2nc(SCC(=O)Nc3ccc4c(c3)OCO4)nc(=O)n2c1` gave BL2 CD40 inh 0.
For Cc1nc(N)nc(C)c1Cc1ccccc1 the results were BL2 CD40 inh 13.
Fc1ccc(NC(=S)SCc2ccc3c(c2)OCO3)cc1F was read as BL2 CD40 inh -1.

Some of the compounds tested; count on the stated rates, not on these rows.
